Compound activity deposited in PubChem by National Center for Advancing Translational Sciences (NCATS).
ELG1 repair inh: inhibitors of ELG1-dependent DNA repair in HEK293T cells | Potency, µM (series often up to 46.1 µM), for inactives: top-dose activity change, negative = inhibition, actives largely listed as inhibitors | AID 504467 | 330,000 compounds, 2.3% hits | HEK293T ELG1-luciferase reporter, luminescence, 16 h; DNA damage induced by 5-fluorouridine; note: potency is the fitted concentration of half-maximal effect; % is set by controls: 0 for no effect and ±100 for the full control effect; nearly all actives have a fitted effect of over 55% in size
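Step one: seed 2,000 cells per well. Step two: pin-transfer compound or DMSO alongside 5-fluorouridine. Step three: incubate 16 hr, 37 °C, 5% CO2. Step four: add ONE-Glo, wait 30 min, read luminescence.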
TCR act: activates T cell receptor signaling; 330,000 tested, under 10 active; primary human leukocytes, anti-CD3, IL-2 HTRF, 48 h; Potency, µM (series often up to 9.22 µM), without a hit: at the top dose activation of IL-2 secretion, actives largely listed as activators; AID 504894; note: % of control where 0% means no effect
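TCR engagement came from a-CD3 beads alone, with compounds added to primary human leukocytes for 48 hr. Secreted IL-2 bridged europium cryptate- and d2-labelled anti-IL-2 antibodies, giving FRET emission at 665nm after 320nm excitation.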
AT treatment: potential ataxia-telangiectasia treatments restoring KAP-1 phosphorylation; […] A-T fibroblasts, KAP-1 phosphorylation AlphaLISA; neocarzinostatin DNA damage 30 min before lysis; Potency, µM (top dose mostly 57.5 µM), for the others: top-dose activation, usual class: activators; 320,000 compounds, 0.19% hits; AID 485349; note: potency is the fitted concentration of half-maximal effect; % of control where 0% means no effect; nearly all actives have a fitted effect of over 45% in size
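hTERT-immortalized A-T patient fibroblasts ([…]), 500 cells/well in OPTI-MEM, 1% FBS, got compounds for 60 min, then NCS for 30 min at 37C. Lysates were then assayed for phospho-KAP-1 by AlphaLISA (anti-pKAP1 donor, anti-KAP1 acceptor beads), 6 hr at 25C.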
B2AR arrestin: recruits beta-arrestin to the human beta2-adrenergic receptor. Potency, µM (series often up to 46.1 µM), for inactives: at the highest dose activation, most hits filed as activators. beta-arrestin recruitment to beta2AR, cell-based reporter. AID 492947. P07550. 330,000 compounds, 0.02% hits;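 note: potency is the fitted concentration of half-maximal effect; 0% = DMSO controls and full agonism = EC100 isoproterenol or metaproterenol; nearly all actives have a fitted effect of over 65% in size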
Target sequence (P07550 whole entry, looked up): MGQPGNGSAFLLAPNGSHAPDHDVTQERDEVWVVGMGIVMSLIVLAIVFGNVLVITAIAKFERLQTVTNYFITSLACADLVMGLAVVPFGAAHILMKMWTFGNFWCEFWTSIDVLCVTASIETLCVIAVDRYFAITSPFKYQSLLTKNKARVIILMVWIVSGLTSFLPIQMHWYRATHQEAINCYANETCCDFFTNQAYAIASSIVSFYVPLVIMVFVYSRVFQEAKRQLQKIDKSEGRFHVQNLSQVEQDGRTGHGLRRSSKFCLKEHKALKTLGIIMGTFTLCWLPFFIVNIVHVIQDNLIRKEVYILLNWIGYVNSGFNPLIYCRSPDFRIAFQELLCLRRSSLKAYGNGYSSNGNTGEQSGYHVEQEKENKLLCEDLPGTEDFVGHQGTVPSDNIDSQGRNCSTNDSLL
PTAP TSG101 blk: blocks PTAP/TSG101 interaction to inhibit HIV-1 budding; Potency, µM (doses to about 115 µM), inactives show at the top dose activity change, negative = inhibition, most hits filed as inhibitors; Q99816; AID 493005; Fluorescence polarization, FITC-PTAP peptide / Tsg101 binding; 340,000 tested, under 10 active; active = well fitted inhibition curve with a large enough effect in the main read-out, with a control signal flat, not every such curve was filed as active; inconclusive = small, poorly fitted or top-dose-only effect, or effect the other way, or a change in a side signal; inactive = no such curve, though single readings can be large or run the other way; note: potency is the fitted concentration of half-maximal effect; % of control where 0% means no effect
Target sequence (Q99816 whole entry, looked up): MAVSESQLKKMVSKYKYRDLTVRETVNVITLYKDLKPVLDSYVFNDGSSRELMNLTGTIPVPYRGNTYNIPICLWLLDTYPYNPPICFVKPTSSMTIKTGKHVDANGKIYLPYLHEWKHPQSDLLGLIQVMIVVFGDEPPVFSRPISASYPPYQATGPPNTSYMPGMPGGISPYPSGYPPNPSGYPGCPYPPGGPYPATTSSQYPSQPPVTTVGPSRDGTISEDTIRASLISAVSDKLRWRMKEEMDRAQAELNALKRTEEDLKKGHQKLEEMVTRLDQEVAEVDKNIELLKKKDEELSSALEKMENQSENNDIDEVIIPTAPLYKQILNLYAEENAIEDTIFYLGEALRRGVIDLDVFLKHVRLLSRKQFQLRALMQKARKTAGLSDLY
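FP read-out: FITC-PTAP peptide, 50 nM final, binding Tsg101 binding domain, 10 uM final; 20 min, r.t.; 10 mM HEPES pH 7.5, 0.15 M NaCl, 0.01% Tween 20, 3 mM EDTA, 0.1 mM TCEP.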
MLL CXXC-DNA inh: inhibitors of human MLL CXXC domain-DNA interaction | AID 2662 | Potency, µM (highest dose often 115 µM), for the others: at the highest dose activity change, negative = inhibition, most hits filed as inhibitors | Q03164 | 290,000 compounds, 0.037% hits | MLL-CXXC / FITC-HOXA9 DNA fluorescence polarization; active = well fitted inhibition curve with a large enough effect in the polarisation, with a control signal flat, not every such curve was filed as active; inconclusive = small, poorly fitted or top-dose-only effect, or effect the other way, or a change in a side signal; inactive = no such curve, though single readings can be large or run the other way; the % refers to the polarisation; note: potency is the fitted concentration of half-maximal effect
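Steps: dispense CXXC domain solution (7 uM) → pin compounds or unlabeled HOX-A9 DNA control → 5 min ambient → add FLSN-HOX-A9 solution (50 nM) → spin → 30 min ambient → fluorescence polarization. Tris pH 7.5/NaCl/DTT/BSA buffer.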
TRPV1 ag: human TRPV1 agonism; TRPV1-expressing cells, Fluo-8 calcium influx, agonist mode; activation, % at 8.33 µM; 320,000 compounds, 0.19% hits; Q8NER1; in the data active = activation above about 80%; inconclusive = between about 30% and that limit; note: 0% is about no effect
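TRPV1-expressing cells were cultured overnight at 35.5C and loaded with Fluo-8 calcium dye for 40 to 90 min at room temperature. After a 10 s baseline, compound was added and calcium influx was read kinetically for 3 min (ex 480/em 520 nm).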
BRCA1 expr up: activators of BRCA1 expression; MCF7-BRCA1-FFLuc reporter, luminescence, 48 h; response scale: scaled: vehicle 0%, 10 µM genistein 100%; Potency, µM (top dose mostly 46.1 µM), for the others: at the highest dose activation, actives largely listed as activators; 380,000 compounds, 1.1% hits; note: potency is the fitted concentration of half-maximal effect; nearly all actives have a fitted effect of over 80% in size; some results filed as inactive show a strong effect at the top dose
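First, MCF7-BRCA1-FFLuc cells (2000/well) attach for 2 h; next, compounds are pin-added and incubated 48 h at 37 °C; finally, luciferase reagent is added and luminescence read after 15 min.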
Integrin act MD: activators of alpha7 integrin expression for muscular dystrophy | alpha7betagal myoblasts, beta-gal FDG fluorescence, 48 h | 350,000 compounds, 0.064% hits | AID 624291 | Potency, µM (series often up to 38.3 µM), without a hit: top-dose activation, hits mostly activators;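 note: potency is the fitted concentration of half-maximal effect; 100% = response of the positive control SU9516; nearly all actives have a fitted effect of over 60% in size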
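Alpha7betagal+/- myoblasts (passage 13) were plated 16-24 hr, then exposed to compounds (1:260 dilution of DMSO stock) for 48 hours at 37C. After MPER lysis, β-galactosidase reporter activity was read as FDG fluorescence (ex 480/em 540) after 30 minutes.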
p53 reactivation: re-activators of mutant p53. Potency, µM (series often up to 92.2 µM), without a hit: at the highest dose activity change, positive = activation, usual class: activators. 320,000 compounds, 0.063% hits. H1299 p53-A138V BP100-luciferase reporter, luminescence, 24 h; note: potency is the fitted concentration of half-maximal effect; % of control where 0% means no effect; nearly all actives have a fitted effect of over 45% in size
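H1299 (p53-null), stable ts p53-A138V + BP100-Luc; 1000 cells/well, Opti-MEM/10% FBS; cpd 4 pt, 1:5; 24 h, 37 deg C, 5% CO2; detection reagent 10 min RT; luminescence.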
* hit, by the source's call; ? = inconclusive; . = not tested or not shown; [ ] = dose if it differs, or a comment. Unless noted, calls come from the whole dose curve; as a rule, active = well fitted curve in the direction sought with a large enough effect; inconclusive = small, poorly fitted or top-dose-only effect, or another doubt; inactive = no such curve, though single readings can be large; an effect the other way counts as inactive or inconclusive.

SMILES	ELG1 repair inh	TCR act	AT treatment	B2AR arrestin	PTAP TSG101 blk	MLL CXXC-DNA inh	TRPV1 ag	BRCA1 expr up	Integrin act MD	p53 reactivation
CC(C)c1ccc(/C=C2\NC(=S)N(Cc3cccnc3)C2=O)cc1	-10%	5%	-5%	-0.8%	-2%	-12%	1	-3%	-22%	0%
O=S(=O)(Nc1ccc2c(c1)OCO2)c1ccccc1	9%	2%	1%	0.6%	-5%	8%	-2	-4%	19%	-3%
Cc1ccc(C)c(NC(=S)/C(=C(\[O-])c2ccc(Cl)s2)[n+]2ccccc2)c1	10%	-3%	1%	-0.8%	-4%	-4%	0	-28%	0%	8%
Cc1cccc(NC(=O)C(c2cccc([N+](=O)[O-])c2)N2CCCCC2)c1 (centres undefined)	-3%	-1%	2%	0.4%	-7%	-1%	21	-22%	-26%	5%
O=C(NCc1ccccc1)C1CCCN(S(=O)(=O)c2cccc3nonc23)C1 (centres undefined)	-26%	1%[46.1 µM]	-3%	-1.1%	1%	0%	-1	-12%	-12%	-16%
Cc1ccc(CN(C)C(=O)c2ccccc2NC(=O)c2ccccc2)o1	-5%	4%	-5%	0.1%	-1%	.	-1	-26%	13%	-2%
Cc1ccc(-c2nc3ccccc3[nH]2)cc1N	?	1%	-1%	-0.1%	0%	0%	2	-6%	28%	23%
CC(=O)c1nnn(-c2nc(N3CCCC3)nc(N(c3ccccc3)c3ccccc3)n2)c1C	4%	-3%	-2%	-0.4%	-4%	11%	-1	3%	4%	9%
CCCCN(CC)CCCNC(=O)Cn1nc(Cc2ccncc2)c2ccccc2c1=O	-1%	.	1%	-0.8%	.	-5%	2	-29%	-2%	3%
CC(C)=CC(=O)Nc1nc2ccc([N+](=O)[O-])cc2s1	?	0%	0%	0.0%	0%	3%	28	71%	8%	?
CN(C)CCNc1oc(COc2ccc(Cl)cc2Cl)nc1C#N	-6%	-2%	-1%	-0.2%	-10%	14%	-4	-7%	-15%	3%
CC(=O)c1nn(-c2cccc(Br)c2)cc1C(=O)c1ccc(C)cc1	13%	-3%	1%	-0.2%	1%	10%	27	-1%[1.84 µM]	13%	-3%
Cc1cc(NC(=O)CSc2nnc(C)c(=O)n2N)no1	-5%	0%	-1%	-0.2%	-4%	-3%	0	9%	-7%	-1%
CC(=O)OC1OCCOC1NC(=S)Nc1ccc(C)cc1 (centres undefined)	3%	-22%	-1%	-0.8%	-13%	-7%	-1	10%	-13%	3%
O=C(NCCS(=O)(=O)NCc1cccnc1)c1ccccc1	18%	-20%	4%	0.1%	0%	.	-7	-10%	30%	-4%
O=C(Cc1cccc(NC(=O)C2CCCN(C(=O)C3CCCCC3)C2)c1)Nc1ccc(C(=O)N2CCCCC2)cc1 (centres undefined)	.	-4%	.	.	-2%	.	.	4%	16%	.
CCOC(=O)C1=C(CC)Nc2ccccc2N=C1NC(=O)c1ccc(OC)c(S(=O)(=O)N2CCOCC2)c1	.	10%	.	.	-6%	.	.	-7%	-21%	.
COCCn1c(C)cc(C(=O)CSc2nc3nc(C)cc(C)n3n2)c1C	-3%	3%[46.1 µM]	-3%	-0.2%	-5%	-7%	3	-6%	-37%	-17%
CCC1(c2ccc(Cl)cc2)NC(=O)N(CC(=O)NC2CCCCCC2)C1=O (centres undefined)	-16%	3%	2%	-0.3%	2%	.	2	-14%	-39%	1%
COc1ccccc1S(=O)Cc1ccc(C(=O)NCc2ccccc2Cl)o1 (centres undefined)	?	8%	3%	-0.7%	-12%	-19%	7	-19%	1%	-2%
O=C(O)CCC1COc2ccccc2O1 (centres undefined)	4%	7%	0%	0.1%	-4%	10%	-1	-2%	0%	4%
COc1ccccc1CNC(=O)CSc1ccc(Br)cc1	11%	-6%[46.1 µM]	6%	1.5%	2%	?	11	0%	25%	-9%
COc1ccc(-c2csc(N3CCC(C(N)=O)(N4CCCCC4)CC3)n2)cc1	?	-2%	4%	-0.2%	-8%	7%	0	-70%	-12%	4%
COc1ccc(C(=O)NNc2ccccc2)cc1	?	2%[46.1 µM]	-3%	-0.7%	-1%	13%	0	20%	2%	1%
Cc1ccc(C(=O)N2N=C(c3ccccc3)CC2(O)C(F)(F)F)o1 (centres undefined)	-4%	3%	-2%	0.3%	0%	-2%	20	30%	5%	3%
Cc1ccc(/C(N)=N/OC(=O)c2ccc3ccccc3c2)cc1	?	-3%	5%	-0.4%	-1%	0%	-6	94%	6%	22%
COc1ccc(-c2nc3ccc(Cl)cn3c2NC2CCCCC2)cc1SC1CCCCC1	19%	7%	7%	0.0%	.	.	.	-23%	-13%	11%
O=C1N/C(=N/N=C/c2ccccc2O)SC1Cc1ccc(F)cc1 (centres undefined)	?	-3%	-2%	4.4%	1%	-7%	0	-87%	-61%[inhibitor]	11%
CCOC(=O)c1ccc(S(=O)(=O)N2CCC(C(=O)N3CCN(c4ccccc4OC)CC3)CC2)cc1	.	11%	.	.	0%	.	.	-58%	?	.
CN(c1ccccc1C(=O)NC1CCCCC1)S(=O)(=O)c1ccccc1	-8%	-6%	6%	-0.2%	1%	1%	7	-6%	0%	-5%
O=C(CSc1nnc(NC2CC2)s1)c1ccc[nH]1	?	-2%	4%	0.0%	-2%	.	.	?	1%	?
CCn1c2ccccc2c2cc(NC(=O)c3cc(OC)c(OC)c(OC)c3)ccc21	-19%	2%	-5%	-0.1%	0%	12%	3	-85%	-26%	-2%
O=C(Nc1ccccc1)c1cccc(-c2nnc(-c3ccccc3)o2)c1	0%	0%	-2%	0.0%	-8%	12%	-4	-60%	-12%	10%
COc1cc2[nH]c(=O)n(CCC(=O)N3CCN(c4cc(Cl)ccc4C)CC3)c(=O)c2cc1OC	8.2µM*	1%	3%	-0.5%	-4%	13%	0	-40%	4%	-1%
CCOC(=O)CNC(=O)COc1coc(CN2CCN(c3ccccc3)CC2)cc1=O	15%	-2%	13%	0.2%	0%	2%	-1	1%	?	-7%
COCc1cc(C)nc(SCC(=O)Nc2ccc3c(c2)OCCO3)c1C#N	?	0%	3%	-0.2%	5%	15%	4	102%	-25%	20%
CSc1nc2ccccc2n1CC(=O)Nc1ccc(C)c(C)c1	-10%	1%	5%	-0.4%	-10%	0%	-5	-4%	23%	-1%
O=C(CCn1c(=O)oc2ccccc21)Nc1cccc([N+](=O)[O-])c1	-9%	-52%	-11%	-0.3%	-2%	11%	8	-12%	-7%	-2%
Cc1ccc(NC(=O)C2CCN(S(=O)(=O)c3ccc4ccccc4c3)CC2)nc1	?	1%	14%	-1.4%	-1%	.	2	59%	2%	17%
O=C(CCl)Nc1cccc(-c2cnc3ccccc3n2)c1	9.2µM*	6%	-4%	0.0%	-2%	4%	0	-67%[inhibitor]	-53%[inhibitor]	-4%
C=CCNC(=O)c1ccc(OC2CCN(S(=O)(=O)N(C)C)CC2)cc1	15%	-2%	-1%	-1.6%	-4%	-2%	12	37%	-22%	8%
CS(=O)(=O)CCC(C(=O)OCc1ccc(Cl)cc1)N1C(=O)c2ccccc2C1=O (centres undefined)	-4%	5%	-3%	-0.2%	-2%	2%	13	1%	16%	-1%
Cn1c(SCc2ccccn2)nnc1-c1ccncc1	0%	-7%	.	-0.7%	0%	-2%	-3	1%	11%	21%
COC(=O)[C@]12C(=O)C(C)=C(O)[C@@]1(C)C(C)=CC1[C@@]34CC[C@@H](OC(C)=O)C(C)(C)C3C(C[C@]12C)OC4=O (some centres undefined)	-2%	-1%	-3%	-0.5%	-1%	-8%	-4	22%	-25%	2%
CC(=O)c1c(C)[nH]c(C(=O)OCC(=O)N2CCCC2=O)c1C	?	-2%	7%	0.0%	-1%	.	3	1%	15%	11%
CC1(C)Cc2c(cnn2-c2ccc(F)cc2)C(NC(=O)CCN2CCCCC2=O)C1 (centres undefined)	6%	6%	2%	7.4%	2%	-3%	-3	-14%	-3%	22%
